Assay outcomes: PubChem, several laboratories
HTR5A inv ag: HTR5A inverse agonism, opioid heterodimer counter-screen; P47898; HTR5A cell line, luminescence; inhibition, % at 9.3 µM; 340,000 compounds, 0.083% hits; AID 504634; in the data active = inhibition mostly above about 23%, no sharp cut-off; inactive = mostly below about 18%;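 note: 0% = cells with DMSO and 100% = no-cell wells with DMSO; some compounds called inactive have numbers as strong as hits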
Target sequence (P47898 whole entry, looked up): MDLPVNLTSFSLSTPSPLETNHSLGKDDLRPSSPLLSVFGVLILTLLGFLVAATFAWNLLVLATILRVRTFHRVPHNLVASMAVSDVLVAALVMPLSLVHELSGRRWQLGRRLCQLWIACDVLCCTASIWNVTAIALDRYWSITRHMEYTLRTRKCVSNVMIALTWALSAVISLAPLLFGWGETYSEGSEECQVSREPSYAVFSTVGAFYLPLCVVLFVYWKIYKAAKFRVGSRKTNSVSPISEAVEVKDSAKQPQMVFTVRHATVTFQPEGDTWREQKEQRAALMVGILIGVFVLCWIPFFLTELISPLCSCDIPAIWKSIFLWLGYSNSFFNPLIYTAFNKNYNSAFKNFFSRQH
AddAB inh: less growth of phage-infected E. coli with AddAB | E. coli expressing H. pylori AddAB, absorbance growth | inhibition, % at 11.9 µM | 330,000 compounds, 0.29% hits; in the data active = inhibition above about 12%;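 note: 0% = vehicle wells of infected cells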
Tat transport: inhibitors of E. coli Tat protein transport | E. coli MC4100 TorA-mCherry Tat export, fluorescence | inhibition, % at 10 µM | 340,000 compounds, 0.036% hits | AID 488895;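 active = mean replicate inhibition at least 50% and at least half of replicates individually reaching 50%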;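 note: exported cargo escapes ClpAP degradation while cytoplasmic cargo is degraded and loses fluorescence; 0% = median of neutral control wells and 100% = median of NaSCN control wells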
Mot1-301 SUMO: inhibitors of SUMOylation pathway: yeast Mot1-301 growth rescue; 320,000 compounds, 1% hits; AID 2716; S. cerevisiae Mot1-301 growth rescue, ATP luminescence, 38.5C; percent above DMSO median, 100 means doubled; growth rescue, % at 18.8 µM;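 active = every valid replicate shows activation above 250% relative to neutral control wells; inactive = the rest, any valid replicate at or below 250%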;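 note: OY570 slx delta 5 strain wells were the positive control but not used for scaling; some compounds called inactive have numbers as strong as hits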
phage Ecoli inh: E. coli growth loss with phage present. 360,000 compounds, 0.26% hits. AID 651602. growth absorbance. inhibition, % at 11.9 µM; in the data active = inhibition above about 11%
PKA-R1A act: PKA-R1A complex activation; P00514+P68181; PKA-R1A dissociation, Cy5-IP20 fluorescence polarization; scaled: DMSO 0%, 113 µM cGMP 100%; activation, % at 11.4 µM; 340,000 compounds, 0.083% hits;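 active = percent activation above the mean of all tested compounds plus 3 SD, cut at about 19% in these data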;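 note: higher means more PKAc released from R1A so a rise in polarization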
HTR5A ag: activates human HTR5A in OPRM1-OPRD1 agonist counter-screen; P47898; HTR5A agonist assay, luminescence, cell-based; activation, % at 9.3 µM; 340,000 compounds, 0.61% hits; AID 504692; in the data active = activation mostly above about 9.5%, no sharp cut-off; inactive = mostly below about 7.6%;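 note: 0% = cells with vehicle only and 100% = reference agonist; strong numbers were not always called active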
E coli growth: bacterial growth inhibition, counter-screen for AddAB inhibitors; AID 449728; E. coli V3065 growth, OD600 absorbance, 18 h; 330,000 compounds, 0.27% hits; inhibition, % at 11.9 µM;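 active = inhibition above the campaign's mean inhibition across all tested compounds plus 3 SD, cut at about 9.9% in these data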;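 note: uninfected addAB+ strain grown without phage in ampicillin broth; 0% = DMSO wells and 100% = ciprofloxacin 0.95 µg/ml wells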
DAGLB inhibitor: blocks human DAGLB lipase activity | Q8NCG7 | HEK293T DAGLB membrane lysate, EnzChek fluorogenic substrate | inhibition, % at 5.17 µM | 340,000 compounds, 0.059% hits | AID 504411; in the data active = inhibition above about 34%;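 note: 0% = enzyme with vehicle and 100% = wells lacking enzyme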
PKA-R2B activ: activates the human PKA-R2B holoenzyme complex; P22694+P31323; PKA-R2B holoenzyme dissociation, Cy5-IP20 fluorescence polarization; R2B truncated from residue 108, S112A mutant; 0% DMSO only, 100% 113 µM cGMP; activation, % at 11.4 µM; 340,000 compounds, 0.079% hits;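 active = activation above a cutoff set at the mean over all compounds plus 3 SD, cut at about 18% in these data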;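 note: higher means more holoenzyme dissociation and a rise in polarization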
CDK5 inh: inhibitors of human CDK5/p35 kinase; 330,000 compounds, 0.01% hits; AID 488839; inhibition, % at 10 µM; Q00535+Q15078; Recombinant CDK5/p35, ADP-Glo luminescence, 60 min;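 active = highest replicate inhibition of at least 50% and at least 75% of replicates reaching 50%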;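 note: plate controls were DMSO neutral control for no effect and GW8510 at 10 µM for full effect; many of its hits are not listed in these tables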
Target sequence (Q00535 whole entry, looked up): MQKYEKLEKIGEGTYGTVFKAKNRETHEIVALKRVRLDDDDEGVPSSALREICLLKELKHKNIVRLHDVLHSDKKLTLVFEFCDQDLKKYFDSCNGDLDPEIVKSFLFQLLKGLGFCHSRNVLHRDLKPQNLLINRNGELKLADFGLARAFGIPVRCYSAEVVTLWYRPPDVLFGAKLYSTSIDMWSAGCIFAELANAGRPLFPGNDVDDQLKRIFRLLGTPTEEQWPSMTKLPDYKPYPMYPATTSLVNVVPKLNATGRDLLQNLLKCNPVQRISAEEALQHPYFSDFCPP
Target sequence (Q15078 whole entry, looked up): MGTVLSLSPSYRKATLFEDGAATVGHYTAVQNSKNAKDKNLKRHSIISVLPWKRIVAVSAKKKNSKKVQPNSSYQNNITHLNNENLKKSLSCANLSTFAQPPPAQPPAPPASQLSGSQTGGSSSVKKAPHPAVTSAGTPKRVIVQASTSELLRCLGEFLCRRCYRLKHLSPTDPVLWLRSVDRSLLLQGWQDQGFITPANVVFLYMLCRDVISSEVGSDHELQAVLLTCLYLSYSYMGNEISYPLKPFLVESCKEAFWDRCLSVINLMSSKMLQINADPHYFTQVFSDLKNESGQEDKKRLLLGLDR
An asterisk follows results filed as active.

How did CNc1ccc([N+](=O)[O-])cc1C(=O)O do in these assays?
HTR5A inv ag: -1.0; AddAB inh: 2.1; Tat transport: 0.4; Mot1-301 SUMO: -6.2; phage Ecoli inh: 0.4; PKA-R1A act: -3.7; HTR5A ag: 0.3; E coli growth: 1.7; DAGLB inhibitor: -0.5; PKA-R2B activ: -7.7; CDK5 inh: 0.1

Results for O=c1[nH]c2ccc(S(=O)(=O)N3CCN(c4ccc(F)cc4)CC3)cc2o1 ?
HTR5A inv ag: 8.2; AddAB inh: 2.1; Tat transport: -7.8; Mot1-301 SUMO: -2.7; phage Ecoli inh: -0.6; PKA-R1A act: -9.8; HTR5A ag: 1.3; E coli growth: 1.8; DAGLB inhibitor: 2.7; PKA-R2B activ: 0.4; CDK5 inh: -1.0

How did Cc1ccc(C(c2sc3nc(C)nn3c2O)N2CCN(c3ccc(F)cc3)CC2)cc1 (stereo not drawn) do in these assays?
HTR5A inv ag: -21.3; AddAB inh: 2.4; Tat transport: 3.5; Mot1-301 SUMO: -3.0; phage Ecoli inh: 0.3; PKA-R1A act: -6.9; HTR5A ag: -2.0; E coli growth: -0.7; DAGLB inhibitor: -0.3; PKA-R2B activ: -4.5; CDK5 inh: 1.4

What do the screens show for `COCCNC(=O)C1CCC(CNS(=O)(=O)c2ccc(F)cc2)CC1` (stereo not drawn)?
HTR5A inv ag: -2.3; AddAB inh: -0.8; Tat transport: 3.1; Mot1-301 SUMO: 226.8; phage Ecoli inh: -1.4; PKA-R1A act: -6.4; HTR5A ag: 0.6; E coli growth: -1.7; DAGLB inhibitor: 1.6; PKA-R2B activ: -0.1; CDK5 inh: -0.3

Results for CC(C)(C)c1sc(N)nc1-c1ccccc1 ?
HTR5A inv ag: 2.4; AddAB inh: -1.1; Tat transport: -6.0; Mot1-301 SUMO: -1.0; phage Ecoli inh: 0.6; PKA-R1A act: -6.5; HTR5A ag: 0.4; E coli growth: 0.7; DAGLB inhibitor: 2.2; PKA-R2B activ: -0.6; CDK5 inh: 0.1

How did Cn1nnnc1SCC(=O)Nc1cccc([N+](=O)[O-])c1 do in these assays?
AddAB inh: 0.6; Tat transport: -0.1; Mot1-301 SUMO: -5.7; phage Ecoli inh: 2.1; E coli growth: -0.6; CDK5 inh: -2.2

Results for O=C(c1cc(COc2ccc(-n3cncn3)cc2)on1)N1CCCC1 ?
HTR5A inv ag: 2.7; AddAB inh: 2.7; Tat transport: -2.1; Mot1-301 SUMO: 4.6; phage Ecoli inh: -1.4; PKA-R1A act: -1.7; HTR5A ag: -2.0; E coli growth: 2.5; DAGLB inhibitor: -0.1; PKA-R2B activ: -0.3; CDK5 inh: -0.6

What do the screens show for `NC(=O)Cn1cc(/C=N\NS(=O)(=O)c2cccc([N+](=O)[O-])c2)c2ccccc21`?
HTR5A inv ag: -4.7; AddAB inh: -2.6; Tat transport: -3.0; Mot1-301 SUMO: -10.3; phage Ecoli inh: 4.5; PKA-R1A act: 2.5; HTR5A ag: 5.0; E coli growth: 1.9; DAGLB inhibitor: 1.2; PKA-R2B activ: -6.0; CDK5 inh: -1.4

What do the screens show for `O=C(CN1CCN(S(=O)(=O)c2ccccc2[N+](=O)[O-])CC1)Nc1ccc(N2CCOCC2)cc1`?
HTR5A inv ag: 3.9; AddAB inh: -0.8; Tat transport: 1.3; Mot1-301 SUMO: 0.1; phage Ecoli inh: -1.1; PKA-R1A act: -4.8; HTR5A ag: -1.2; E coli growth: -2.8; DAGLB inhibitor: -0.4; PKA-R2B activ: -7.9; CDK5 inh: 0.0

How did O=C(O)C1Cc2ccccc2CN1C(=O)c1ccccc1 (stereo not drawn) do in these assays?
HTR5A inv ag: 0.9; AddAB inh: -0.1; Tat transport: -1.5; Mot1-301 SUMO: -2.1; phage Ecoli inh: 1.6; PKA-R1A act: -6.2; HTR5A ag: 2.8; E coli growth: 1.7; DAGLB inhibitor: -0.4; PKA-R2B activ: 6.3; CDK5 inh: 0.4

What do the screens show for `CCCC(C)NC(=O)c1nc(-c2ccccc2)n(-c2ccccc2)n1` (stereo not drawn)?
HTR5A inv ag: -8.1; AddAB inh: 1.1; Tat transport: 6.4; Mot1-301 SUMO: 7.4; phage Ecoli inh: 0.4; PKA-R1A act: 8.2; HTR5A ag: 2.8; E coli growth: -1.3; DAGLB inhibitor: -1.8; PKA-R2B activ: 7.5; CDK5 inh: -0.1

How did CCOC(=O)c1ccc(NC(=O)CCc2nc(-c3ccccc3)no2)cc1 do in these assays?
HTR5A inv ag: -4.7; AddAB inh: 0.4; Tat transport: 1.5; Mot1-301 SUMO: -9.3; phage Ecoli inh: 1.6; PKA-R1A act: -5.3; HTR5A ag: 3.9; E coli growth: 2.7; DAGLB inhibitor: -9.3; PKA-R2B activ: 3.7; CDK5 inh: 1.3

Results for Cn1ncc(Br)c1C(=O)Nc1ccc(F)cc1F ?
HTR5A inv ag: -36.4; AddAB inh: 2.8; Tat transport: -5.6; Mot1-301 SUMO: 0.9; phage Ecoli inh: 2.9; PKA-R1A act: -1.2; HTR5A ag: 6.8; E coli growth: -0.4; DAGLB inhibitor: -1.6; PKA-R2B activ: -3.9; CDK5 inh: 2.7

What do the screens show for `COc1ccc([C@H]2CC(=O)C=C(c3ccccc3C(F)(F)F)C2)cc1`?
HTR5A inv ag: -4.2; AddAB inh: 0.3; Tat transport: 8.8; Mot1-301 SUMO: 20.1; phage Ecoli inh: 1.1; PKA-R1A act: -1.7; HTR5A ag: 4.4; E coli growth: 2.0; DAGLB inhibitor: -8.5; PKA-R2B activ: -10.4; CDK5 inh: 0.3

Results for CC(=O)C(c1ccccc1)C(c1ccccc1)C(C)[N+](=O)[O-] (stereo not drawn) ?
HTR5A inv ag: 15.3; AddAB inh: 0.7; Tat transport: 2.3; Mot1-301 SUMO: -7.4; phage Ecoli inh: 2.5; PKA-R1A act: 0.8; HTR5A ag: -4.2; E coli growth: 1.5; DAGLB inhibitor: -4.1; PKA-R2B activ: 8.9; CDK5 inh: -0.7

Results for Cc1ccc(S(=O)(=O)N(CC(=O)N/N=C/c2cccc(C)c2)c2cccc3cccnc23)cc1 ?
HTR5A inv ag: 8.1; AddAB inh: 3.5; Tat transport: -11.9; Mot1-301 SUMO: 2.2; phage Ecoli inh: -0.4; PKA-R1A act: -3.4; HTR5A ag: -1.9; E coli growth: -1.8; DAGLB inhibitor: 2.6; PKA-R2B activ: 5.4; CDK5 inh: 0.5

What do the screens show for `CC(C)(C)OC(=O)CNC(=O)c1nc[nH]c1C(=O)NCC(=O)OC(C)(C)C`?
HTR5A inv ag: 3.8; AddAB inh: 0.9; Tat transport: 1.3; Mot1-301 SUMO: -18.5; phage Ecoli inh: 1.4; PKA-R1A act: -1.4; HTR5A ag: 4.7; E coli growth: 1.0; DAGLB inhibitor: -0.8; PKA-R2B activ: -4.3; CDK5 inh: 0.8

What do the screens show for `CC(CS(=O)(=O)c1cccc2cccnc12)N1CCCCC1` (stereo not drawn)?
HTR5A inv ag: 1.4; AddAB inh: 2.0; Tat transport: 2.4; Mot1-301 SUMO: -4.1; phage Ecoli inh: -0.2; PKA-R1A act: 3.6; HTR5A ag: 4.0; E coli growth: 0.1; DAGLB inhibitor: -1.5; PKA-R2B activ: -3.5; CDK5 inh: -0.3

How did Cc1cc(C)nc(SC(C)C(=O)O)n1 (stereo not drawn) do in these assays?
HTR5A inv ag: -15.0; AddAB inh: 0.0; Tat transport: 1.7; Mot1-301 SUMO: -4.1; phage Ecoli inh: 1.2; PKA-R1A act: -11.0; HTR5A ag: -0.9; E coli growth: 1.6; DAGLB inhibitor: 2.0; PKA-R2B activ: 5.2; CDK5 inh: -0.4

What do the screens show for `CC1(c2ccccc2)NC(=O)N(CC(=O)Nc2ccc(S(=O)(=O)NC3=NCCCCC3)cc2)C1=O` (stereo not drawn)?
HTR5A inv ag: -6.2; Tat transport: 0.6; phage Ecoli inh: 1.5; PKA-R1A act: -16.6; HTR5A ag: -1.2; DAGLB inhibitor: -1.6; PKA-R2B activ: 3.8; CDK5 inh: 1.3

What do the screens show for `COc1ccc(NC(=O)c2cc(C)nc3ccccc23)c(OC)c1`?
HTR5A inv ag: -6.5; AddAB inh: -0.6; Tat transport: -2.4; Mot1-301 SUMO: 1.3; phage Ecoli inh: 1.2; PKA-R1A act: -2.5; HTR5A ag: 3.5; E coli growth: 0.8; DAGLB inhibitor: 0.0; PKA-R2B activ: -7.1; CDK5 inh: 1.2

Results for CCOc1ccc(S(=O)(=O)N2CCCC(C(=O)NCCN3CCOCC3)C2)cc1Cl (stereo not drawn) ?
HTR5A inv ag: -11.1; AddAB inh: 3.9; Tat transport: -0.6; Mot1-301 SUMO: 141.5; phage Ecoli inh: 2.2; PKA-R1A act: -4.9; HTR5A ag: 4.2; E coli growth: -1.5; DAGLB inhibitor: 0.6; PKA-R2B activ: 8.9; CDK5 inh: -2.3

Results for COc1ccc(-n2c(=S)[nH]c3ncccc3c2=O)cc1 ?
HTR5A inv ag: 24.1; AddAB inh: -1.9; Tat transport: -7.5; Mot1-301 SUMO: -11.8; phage Ecoli inh: 0.2; PKA-R1A act: -10.7; HTR5A ag: -3.2; E coli growth: -1.0; DAGLB inhibitor: -3.5; PKA-R2B activ: -10.2; CDK5 inh: 0.0

Results for CCC1=C(OC(=O)N(CC)CC)N2C(=O)OC(=NCC3CC3)[C@]2(Cc2ccccc2)[C@H]2C1=CC[C@H]1C(=O)N(CC)C(=O)[C@H]12 ?
HTR5A inv ag: 2.0; AddAB inh: 1.8; Tat transport: 5.3; Mot1-301 SUMO: -2.4; phage Ecoli inh: -1.4; PKA-R1A act: -1.6; HTR5A ag: 2.2; E coli growth: -0.2; DAGLB inhibitor: -6.1; PKA-R2B activ: 1.3; CDK5 inh: -0.9

How did Cc1ccc(-c2nn(-c3ccccc3)cc2CNCc2ccccc2)cc1 do in these assays?
AddAB inh: 3.1; Tat transport: 0.1; Mot1-301 SUMO: -4.0; phage Ecoli inh: 4.5; E coli growth: 1.8; CDK5 inh: -2.7

Results for COC(=O)c1ccccc1NC(=O)Cn1cnc2ccc(S(=O)(=O)N3CCC(C)CC3)cc2c1=O ?
HTR5A inv ag: 15.8; AddAB inh: -0.9; Tat transport: -1.6; Mot1-301 SUMO: 474.2; phage Ecoli inh: -0.2; PKA-R1A act: 3.4; HTR5A ag: -0.2; E coli growth: -0.6; DAGLB inhibitor: -0.4; PKA-R2B activ: 2.3; CDK5 inh: -1.2

What do the screens show for `COc1ccc(NC(=O)NNC(=O)C(C)Oc2ccc(C(C)C)cc2)c(OC)c1` (stereo not drawn)?
HTR5A inv ag: 7.7; AddAB inh: -0.1; Tat transport: -2.8; Mot1-301 SUMO: -15.6; phage Ecoli inh: 2.9; PKA-R1A act: -2.0; HTR5A ag: -0.8; E coli growth: -0.6; DAGLB inhibitor: 0.4; PKA-R2B activ: -11.0; CDK5 inh: 0.8

How did CCC1S/C(=N/N=C/c2ccco2)N(Cc2ccccc2C)C1=O (stereo not drawn) do in these assays?
HTR5A inv ag: 0.2; AddAB inh: 1.7; Tat transport: -3.6; Mot1-301 SUMO: 28.0; phage Ecoli inh: -0.7; PKA-R1A act: -5.2; HTR5A ag: 1.2; E coli growth: -1.0; DAGLB inhibitor: -8.7; PKA-R2B activ: 6.9; CDK5 inh: -0.6

Outcome played no part in choosing rows (roughly 2.3% active in at least one column).
